MPTP inh – inhibitors of mitochondrial permeability transition pore; isolated mouse mitochondria, Ca2+ swelling absorbance, 30 min; 1.4% of 360,000 active; inhibition, % at 10 µM;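 active means inhibition of 50% or more, scaled per plate between neutral and stimulator controls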;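 further: 0% = DMSO wells given calcium and 100% = 1 mM EGTA wells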
APOBEC3A inh – inhibitors of human APOBEC3A DNA deaminase. recombinant A3A, FAM/TAMRA ssDNA deamination fluorescence. inhibition, % at 20 µM. 0.41% of 330,000 active. AID 493011;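 active means at least 40% inhibition at 20 µM here, with at most 30% in a related deaminase screen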;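 further: plate controls were A3A with DMSO for no effect and wells lacking A3A enzyme for full effect; some results filed as inactive read as strong as hits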
Target sequence (P31941 whole entry, looked up): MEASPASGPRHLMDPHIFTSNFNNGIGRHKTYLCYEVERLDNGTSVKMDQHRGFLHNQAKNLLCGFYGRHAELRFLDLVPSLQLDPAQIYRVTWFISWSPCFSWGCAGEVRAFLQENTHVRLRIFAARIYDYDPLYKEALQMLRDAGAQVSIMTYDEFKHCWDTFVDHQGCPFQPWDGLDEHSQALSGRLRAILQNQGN
hIAP inh – blocks human intestinal alkaline phosphatase. P09923. purified IAP, CDP-Star luminescence, 30 min. inhibition, % at 10 µM. 0.12% of 330,000 active;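 active means inhibition reaching a set limit with compound at 10 µM in the primary screen, cut at about 35% in these data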;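 further: plate controls were DMSO wells with enzyme for no effect and no-enzyme buffer wells for full effect; values of inactives mirror those of a sister screen read the other way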
Target sequence (P09923 whole entry, looked up): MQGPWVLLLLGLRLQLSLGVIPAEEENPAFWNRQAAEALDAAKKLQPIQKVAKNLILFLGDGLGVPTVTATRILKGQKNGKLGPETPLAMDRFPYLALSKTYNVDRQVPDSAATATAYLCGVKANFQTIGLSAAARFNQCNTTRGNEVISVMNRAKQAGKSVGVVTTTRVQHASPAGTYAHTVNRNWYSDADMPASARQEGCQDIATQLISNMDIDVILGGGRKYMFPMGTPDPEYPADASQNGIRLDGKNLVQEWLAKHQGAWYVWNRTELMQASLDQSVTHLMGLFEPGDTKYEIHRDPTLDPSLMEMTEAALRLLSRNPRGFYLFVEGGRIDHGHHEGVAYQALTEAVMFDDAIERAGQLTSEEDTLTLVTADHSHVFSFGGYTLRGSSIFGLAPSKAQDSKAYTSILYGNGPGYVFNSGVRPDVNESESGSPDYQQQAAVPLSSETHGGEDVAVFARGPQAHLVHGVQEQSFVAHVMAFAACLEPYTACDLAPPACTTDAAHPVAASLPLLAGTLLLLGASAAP
NR3A LBD binder – modulators (binders) of human NR3A ligand-binding domain. 2.5% of 340,000 active. Tm shift relative to glycine control, % at 25 µM. NR3A LBD differential scanning fluorimetry, Tm shift; 0% = protein alone, 100% = glycine-bound protein;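 active means melting temperature shift of at least 10% of the positive control shift, at one fixed dose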
mIAP activ – mouse IAP activation; activation factor at 10 µM; muIAP, CDP-Star luminescence, 30 min; active compounds read high; 1 = vehicle-only enzyme signal, 0 = enzyme-free wells; 0.24% of 330,000 active; AID 2805;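 active means activation factor of at least 2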; further: the source names both 10 and 20 µM as test concentration; values of inactives mirror those of a sister screen read the other way
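System: Mouse IAP enzyme | Also added: CDP-Star substrate | Dosing: Compounds dispensed in DMSO | Schedule: 30 min enzyme-substrate-compound incubation at room temperature | Technique: Chemiluminescence readout | Control set: DMSO-only wells and no-enzyme negative control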
APOBEC3G inh – inhibitors of human APOBEC3G DNA deaminase. Q9HC16. recombinant A3G, ssDNA deamination FAM/TAMRA fluorescence. inhibition, % at 20 µM. 0.28% of 330,000 active;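 active means inhibition of at least 40% at 20 µM, with no more than 30% in the related APOBEC3A deaminase screen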;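 further: plate controls were DMSO wells with A3G for no effect and wells lacking A3G enzyme for full effect; some compounds called inactive have numbers as strong as hits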
beta cell repl – inducers of beta-cell replication in MIN6 cells. MIN6 cells proliferation, ATPlite luminescence, 48 h; cells starved in 0.2% serum; 100% = growth in 10% serum. proliferation, % at 10 µM. 0.29% of 330,000 active;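 active means compounds whose signal lies at least 3.5 SD above the mean of all wells on their plate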;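 further: 0% = DMSO-treated cells in low-serum medium and 100% = 10% serum control; some compounds called inactive have numbers as strong as hits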
mIAP inh – mouse IAP inhibition. AID 2806. purified mouse IAP, CDP-Star luminescence, 30 min. inhibition, % at 10 µM. 0.2% of 330,000 active;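 active means inhibition of at least 40% at 10 µM in the primary screen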;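 further: plate controls were DMSO with enzyme for no effect and no enzyme wells for full effect; values of inactives mirror those of a sister screen read the other way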
hIAP act – increases human intestinal alkaline phosphatase activity; P09923; purified human IAP, CDP-Star luminescence, 30 min; active compounds read high; 1 = vehicle-only enzyme, 0 = enzyme-free background; activation factor at 10 µM; 0.16% of 330,000 active;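 active means activation factor of the enzyme at least 2-fold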; further: the source names both 10 and 20 µM as test concentration; values of inactives mirror those of a sister screen read the other way
Starred values were filed as active, the others as inactive; / = no result given.

1) CC(C)Oc1ccc(CNC(=O)Cn2c(=O)c3cccn3c3cccnc32)cc1
2) CC(Sc1nnnn1-c1ccc(Cl)cc1)C(=O)NCC(=O)Nc1ccc(F)c(F)c1F (stereo not given)
3) COC(=O)C1=C(C)N(Cc2ccccc2)C(=O)N[C@H]1c1ccc(Br)cc1
4) O=C(Nc1cccnc1Cl)c1cc2ccccc2o1
5) CCCCc1ccc(/C(C)=N/NC(=O)C2CCCC2)cc1
6) NS(=O)(=O)c1ccc(NC(=O)CSc2nnc(NC3CC3)s2)cc1
7) CCOc1ccc(-c2nnc(N(CC)C(=O)C3CCC3)s2)cc1
8) Cc1noc(C)c1S(=O)(=O)N1CCC(C(=O)Nc2ccc(OC(F)(F)F)cc2)CC1
9) CC(=O)c1nnn(-c2nc(N3CCCC3)nc(N(c3ccccc3)c3ccccc3)n2)c1C
10) CC(=O)Nc1ccccc1-c1nn[nH]n1
entry no.	1	2	3	4	5	6	7	8	9	10
MPTP inh	-1.5	0.0	-1.7	-0.1	1.1	-0.3	0.1	3.7	4.2	-0.5
APOBEC3A inh	0	-6	-1	-1	-1	34	1	-1	-2	-7
hIAP inh	-7	-34	-1	-5	-4	4	-6	5	11	6
NR3A LBD binder	0	-5	-1	1	0	1	-1	-7	-1	1
mIAP activ	0.94	1	1.1	1	1	0.89	1	1.2	0.96	0.95
APOBEC3G inh	-1	-6	-6	-4	-9	1	0	-6	-3	-9
beta cell repl	3	-1	-7	0	-2	0	-1	-1	-1	-1
mIAP inh	6	0	-8	-3	-3	11	-1	-23	4	5
hIAP act	1.1	1.3	1	1.1	1	0.96	1.1	0.95	0.89	0.94

11) NS(=O)(=O)c1ccc(NC(=O)COC(=O)c2ncc(Cl)c(Cl)c2Cl)cc1
12) CCOc1ccccc1C(=O)Nc1ccccc1C(N)=O
13) O=C(OCc1cc(-c2ccccc2)no1)c1ccc2ccccc2n1
14) Cc1cc(NS(=O)(=O)c2ccc(NC(=O)c3ccc(Br)o3)cc2)nc(C)n1
15) Cc1cc(C(=O)NC2CCCc3c2cnn3-c2ccc(C)c(C)c2)n(C)n1 (stereo not given)
16) CN1CCc2ccc(NC(=O)c3ccc(C(F)(F)F)cc3)cc2C1
17) NS(=O)(=O)c1ccc(CNC(=O)Cc2c(F)cccc2Cl)cc1
18) COc1ccccc1OCC(=O)N(Cc1nnc(-c2ccccc2Cl)o1)C1CC1
19) Cc1ccc(S(=O)(=O)N2CCN(C(=O)COC(=O)COc3cccc(C(F)(F)F)c3)CC2)c(C)c1
20) CCOC(=O)c1c(C)[nH]c(C)c1C(=O)COC(=O)CNC(=O)c1ccc(OCC)cc1
entry no.	11	12	13	14	15	16	17	18	19	20
MPTP inh	-2.9	-3.1	0.0	-2.3	93*	2.8	0.6	-2.4	0.1	0.0
APOBEC3A inh	-3	4	-3	5	-2	-2	-1	2	3	-1
hIAP inh	2	0	-6	-4	3	-33	7	0	9	4
NR3A LBD binder	5	-2	-3	-2	-1	-1	-1	-1	-6	1
mIAP activ	0.95	0.92	0.94	1.1	1.1	0.99	1	0.99	0.93	0.98
APOBEC3G inh	-5	1	-3	2	6	-2	-5	-8	-2	-2
beta cell repl	0	0	-3	3	-7	-2	3	5	-2	0
mIAP inh	5	8	6	-8	-11	1	-2	0	7	2
hIAP act	0.98	1	1.1	1	0.97	1.3	0.93	1	0.91	0.96

21) CN(C)c1cccc(C(=O)OCC(=O)NC(=O)NCc2ccccc2)c1
22) N#Cc1c(N)sc2c1CCN(C(=O)OCc1ccccc1)C2
23) Cc1ccc(C(=O)N/N=C\C=C\c2ccc(Br)cc2)cn1
24) CC1(C)Oc2ccc(C(=O)NC3CCCCC3)cc2N(CC#N)C1=O
25) CN(C(=O)COc1ccccc1)C1CCS(=O)(=O)C1 (stereo not given)
26) Cc1cccc(NC(=O)CSCC(=O)Nc2cc(S(=O)(=O)N3CCOCC3)ccc2N2CCCC2)c1
27) O=C(NNC(=O)c1ccccc1-c1ccccc1C(=O)O)c1ccccc1
28) COc1ccc(-c2c(-c3cc(OC)cc(OC)c3)n(C)c3ccc(Br)cc23)cc1
29) Cc1cccc(N2C(=S)NC3c4ccccc4OC2(C)C3C(=O)N(C)C)c1 (stereo not given)
30) Nc1nc2n(n1)C(c1c(F)cccc1Cl)CC(c1ccc(F)cc1)N2 (stereo not given)
entry no.	21	22	23	24	25	26	27	28	29	30
MPTP inh	-0.5	-0.7	0.1	-0.5	-0.1	-2.4	0.5	0.1	3.7	-2.3
APOBEC3A inh	-4	-1	4	-2	3	96*	4	-3	2	1
hIAP inh	12	4	-21	2	1	-14	-15	-1	-26	-9
NR3A LBD binder	-7	-3	-12	0	-1	2	1	4	0	-2
mIAP activ	0.92	0.79	0.96	1	1	1.1	1	0.99	0.88	1
APOBEC3G inh	-7	14	-9	-12	-3	-8	-3	-12	2	-4
beta cell repl	-4	0	-1	-3	-1	4	-1	-3	2	-2
mIAP inh	8	21	4	0	-1	-6	-2	1	12	-4
hIAP act	0.88	0.96	1.2	0.97	0.99	1.1	1.2	1	1.3	1.1

31) COc1cc2c(cc1OC)CN(C(=O)CN1CCN(S(=O)(=O)c3ccc(C)c(C)c3)CC1)CC2
32) Cc1nn(C)cc1CN(C)C(=O)c1sc2cccc(Cl)c2c1Cl
33) CCCCNc1nc2c(c(=O)[nH]c(=O)n2C)n1CCOc1ccccc1
34) CN(C)c1ccc(/C=C(\C#N)C(=O)NCc2ccco2)cc1
35) CCOC(=O)C1=C(C)NC(=O)NC1c1c(C)nn(-c2ccccc2)c1Cl (stereo not given)
36) COc1ccc(-c2cc(C(F)(F)F)n3nc(C)cc3n2)cc1
37) CCOC(=O)C1=C(NC(=O)c2ccc(Br)o2)Nc2ccccc2N=C1
38) COC(=O)c1ccc(COC(=O)C2CCN(S(=O)(=O)c3c(Cl)cccc3Cl)CC2)o1
39) CC1=CCC2(CO)COC(c3ccccc3O)C1C2 (stereo not given)
40) COc1ccc(/C=c2\s/c(=C(/C#N)C(=O)NCc3ccco3)n(-c3ccccc3)c2=O)cc1
entry no.	31	32	33	34	35	36	37	38	39	40
MPTP inh	-2.0	-1.2	1.9	/	-1.6	-0.1	4.0	-0.3	0.9	2.8
APOBEC3A inh	-2	-2	0	-5	1	1	-1	13	-1	1
hIAP inh	-26	3	-13	-3	1	0	6	4	6	0
NR3A LBD binder	-2	-3	2	/	-2	-2	-1	0	1	0
mIAP activ	1	0.99	1.1	0.88	1	0.99	0.91	0.95	1	0.9
APOBEC3G inh	-5	-1	-4	-9	-6	1	-5	-8	-2	-5
beta cell repl	-2	-2	2	0	-4	3	3	3	0	-5
mIAP inh	0	1	-8	12	0	1	9	5	-3	10
hIAP act	1.3	0.97	1.1	1	0.99	1	0.94	0.96	0.94	1

Five of these compounds in another layout:
No. | SMILES | MPTP inh | APOBEC3A inh | hIAP inh | NR3A LBD binder | mIAP activ | APOBEC3G inh | beta cell repl | mIAP inh | hIAP act
33 | CCCCNc1nc2c(c(=O)[nH]c(=O)n2C)n1CCOc1ccccc1 | 1.9 | 0 | -13 | 2 | 1.1 | -4 | 2 | -8 | 1.1
35 | CCOC(=O)C1=C(C)NC(=O)NC1c1c(C)nn(-c2ccccc2)c1Cl (stereo not given) | -1.6 | 1 | 1 | -2 | 1 | -6 | -4 | 0 | 0.99
36 | COc1ccc(-c2cc(C(F)(F)F)n3nc(C)cc3n2)cc1 | -0.1 | 1 | 0 | -2 | 0.99 | 1 | 3 | 1 | 1
38 | COC(=O)c1ccc(COC(=O)C2CCN(S(=O)(=O)c3c(Cl)cccc3Cl)CC2)o1 | -0.3 | 13 | 4 | 0 | 0.95 | -8 | 3 | 5 | 0.96
40 | COc1ccc(/C=c2\s/c(=C(/C#N)C(=O)NCc3ccco3)n(-c3ccccc3)c2=O)cc1 | 2.8 | 1 | 0 | 0 | 0.9 | -5 | -5 | 10 | 1

Later entries.
41) CC(=O)c1ccc(NC(=O)Cc2ccsc2)cc1
42) COc1ccc(C(=O)NC2CC2)cc1OC1CCN(Cc2ccc(F)cc2)CC1
43) COc1cc(NC(=O)C2CCCN(S(=O)(=O)c3ccc4c(c3)CCCN4C(C)=O)C2)cc(OC)c1 (stereo not given)
44) CCCC(c1nnnn1CC1CCCO1)N1CCN(c2cc(Cl)ccc2C)CC1 (stereo not given)
45) COc1cc(C(=O)NNC(=O)c2ccccc2Br)ccc1OCC(=O)N1CCOCC1
46) Cc1cc(C)cc(OCC(=O)Nc2cccc(-c3nnc(-c4ccco4)o3)c2)c1
47) CCN(CC)S(=O)(=O)c1cccc(C(=O)OCC(=O)C23CC4CC(CC(C4)C2)C3)c1
48) COc1ccc(C(=O)N2CCC(n3c(C)nc4cc(F)ccc43)CC2)cc1
49) CCC(C)/C(C)=N/NC(=O)c1ccccc1OCCOc1ccccc1 (stereo not given)
50) CCOC(=O)c1ccc(NC(=O)C2CC(=O)Nc3nc4ccccc4n32)cc1 (stereo not given)
entry no.	41	42	43	44	45	46	47	48	49	50
MPTP inh	0.0	0.4	0.8	-2.1	-0.6	-1.2	4.5	1.1	-2.4	-1.2
APOBEC3A inh	16	2	-9	-1	0	2	-2	-1	1	23
hIAP inh	-9	-24	-33	9	0	3	0	-15	-5	-86
NR3A LBD binder	-3	3	1	4	1	-2	0	-1	-5	-3
mIAP activ	0.99	0.97	1.3	1	0.94	0.96	0.96	1	1	1.7
APOBEC3G inh	6	1	-8	-7	-3	-1	-6	-10	-1	-2
beta cell repl	0	0	-4	-3	0	-2	-5	1	0	1
mIAP inh	1	2	-25	-4	6	4	4	-4	-4	-71
hIAP act	1.1	1.2	1.3	0.91	0.99	0.97	1	1.1	1.1	1.9

51) Cc1ccc(S(=O)(=O)NC(=O)COc2ccc([N+](=O)[O-])cc2)cc1
52) CC(C)NC(=O)c1cc2c(=O)n3ccccc3nc2s1
53) Cc1cc(C(=O)CSc2nnnn2C)c(C)n1Cc1ccco1
54) O=C(NCC(c1ccco1)N1CCCC1)c1cccc(S(=O)(=O)Nc2ccc(F)cc2)c1 (stereo not given)
55) Cc1ccc(C(=O)CSc2nnc(CNc3ccc(C)cc3C)o2)cc1
56) O=C(N/N=C/c1cccnc1)c1cccs1
57) CCN(CC)Cc1c(C(=O)OC(C)C)nnn1-c1nonc1N
58) CCCSc1nnc(-c2c[nH]c3ccccc23)n1C
59) CC(=O)Nc1ccc2nc(SCC(=O)N3CCOCC3)sc2c1
60) O=C(C1CCN(C2CCN(C/C(Cl)=C/c3ccccc3)CC2)CC1)N1CCOCC1
61) COC(=O)C(C)NC(=O)C1CCCN1S(=O)(=O)c1cc(C)c(Cl)cc1C (stereo not given)
entry no.	51	52	53	54	55	56	57	58	59	60	61
MPTP inh	0.1	0.0	2.6	1.4	2.3	-1.3	-1.8	0.6	0.1	7.0	-0.6
APOBEC3A inh	0	-3	7	-4	0	-4	-2	-3	-3	0	-12
hIAP inh	-13	21	10	-9	-9	-2	-3	0	0	-14	1
NR3A LBD binder	17*	1	-1	-5	1	-5	0	1	-2	0	0
mIAP activ	1	0.93	0.97	0.96	1	1	1	1.1	0.99	0.94	0.94
APOBEC3G inh	-2	-6	-3	-9	-4	-5	-5	-4	-5	-4	-6
beta cell repl	4	0	-3	1	-4	-5	0	-1	2	-2	-2
mIAP inh	0	7	3	4	-1	0	0	-6	1	6	6
hIAP act	1.1	0.79	0.9	1.1	1.1	1	1	1	1	1.1	0.99
